Compound activity from PubChem BioAssay.
Exocytosis inh = LAMP-1 surface exposure blockers, TALL-104 cells – cell-based, flow cytometry, MLPCN library, primary screen; TALL-104 LAMP-1 surface exposure; cells stimulated with thapsigargin and PMA; inhibition, % at 10 µM; actives 0.66% (n = 360,000); AID 651702, 2012;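 active means inhibition above about 55%, limit read from the data; inconclusive means no clear call, values can overlap the other calls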
ABCB6 inh 2 = ABCB6 transporter inhibitors, primary screen, K562-ABCB6 cells, flow cytometry, MLPCN library; K562-ABCB6 porphyrin accumulation, 1 h; active compounds read low; fluorescence ratio to DMSO, % at 10 µM; actives 0.19% (n = 360,000); ATP-binding cassette sub-family B member 6 (Homo sapiens), Q9NP58;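 active means fluorescence ratio to DMSO below 75%, the collection mean minus 3 SD; inconclusive means too few cells collected in the well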;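 further: signal is porphyrin accumulated inside mitochondria; 100% equals median channel fluorescence of DMSO control wells; lower ratio means ABCB6 inhibition with less porphyrin fluorescence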
PDI turbidity = inhibitors of human PDI, primary screen, biochemical, turbidity, single point, plate reader | Protein disulfide-isomerase (Homo sapiens), P07237 | PDI insulin aggregation turbidity, A650, 90 min | inhibition, % at 10 µM | actives 0.052% (n = 350,000) | AID 588391, 2011;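 active means mean inhibition across replicates of 30% or more, whatever share of single replicates reach that level; inconclusive means mean inhibition below 30% while every single replicate reaches 30%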;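 further: absorbance from insulin aggregation driven by PDI reduction with DTT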
Target sequence (P07237 whole entry, looked up): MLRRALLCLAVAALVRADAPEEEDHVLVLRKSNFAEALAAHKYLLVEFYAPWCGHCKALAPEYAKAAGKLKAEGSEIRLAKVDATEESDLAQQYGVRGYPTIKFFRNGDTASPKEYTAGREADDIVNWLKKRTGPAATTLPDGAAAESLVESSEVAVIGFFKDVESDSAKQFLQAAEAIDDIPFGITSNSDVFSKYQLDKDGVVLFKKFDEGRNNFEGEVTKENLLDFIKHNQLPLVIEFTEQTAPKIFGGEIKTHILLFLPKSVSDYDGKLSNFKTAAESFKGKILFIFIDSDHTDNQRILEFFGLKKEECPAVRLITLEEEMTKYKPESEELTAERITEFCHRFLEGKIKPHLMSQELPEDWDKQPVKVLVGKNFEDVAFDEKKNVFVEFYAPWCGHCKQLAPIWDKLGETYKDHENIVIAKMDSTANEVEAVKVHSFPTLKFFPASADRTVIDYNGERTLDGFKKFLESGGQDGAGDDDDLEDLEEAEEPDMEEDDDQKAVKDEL
Cardio protect = cardioprotection against H2O2-induced cell death, primary screen, uHTS, H9c2 cells, ATPLite luminescence | H9c2 cardiomyocytes, H2O2 injury protection, 2 h | protection from H2O2 cell death, % at 20 µM | actives 0.63% (n = 360,000) | AID 588492, 2011;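 active means compounds giving at least 50% protection of heart cells from peroxide-induced death in the single-dose screen, raw or plate-pattern-corrected value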;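 further: 0% = DMSO wells with peroxide and 100% = DMSO wells without peroxide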
CaV13 FRET inh = Disruptors of the CACNA1D IQ motif to Ca2+-dependent inactivation inhibitor domain association, primary screening, Förster resonance energy transfer in intact living …; AID 743397; actives 0.098% (n = 340,000); HEK cells, CFP/YFP FRET ICDI-IQ, plate reader, 10 min; percent FRET-ratio fall versus neutral wells; inhibition, % at 12.3 µM;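 active means mean replicate inhibition of at least 30% and at least 1% of replicates passing that level; inconclusive means only one of the two criteria is met; inactive means neither criterion is met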;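 further: 0% = median of the neutral control wells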
MC4R ag barr = MC4R agonists recruiting beta-arrestin, primary screen, cell-based, luminescence, agonist arm of biased-ligand search. Melanocortin receptor 4 (Homo sapiens), P32245. U2OS MC4R beta-arrestin complementation; percent of melanotan II response, DMSO zero. activation, % at 8.9 µM. actives 0.98% (n = 360,000);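 active means activation above a per-plate cutoff, the mean activation of sample wells on that plate plus 3 SD, cut at about 8% in these data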
Target sequence (P32245 whole entry, looked up): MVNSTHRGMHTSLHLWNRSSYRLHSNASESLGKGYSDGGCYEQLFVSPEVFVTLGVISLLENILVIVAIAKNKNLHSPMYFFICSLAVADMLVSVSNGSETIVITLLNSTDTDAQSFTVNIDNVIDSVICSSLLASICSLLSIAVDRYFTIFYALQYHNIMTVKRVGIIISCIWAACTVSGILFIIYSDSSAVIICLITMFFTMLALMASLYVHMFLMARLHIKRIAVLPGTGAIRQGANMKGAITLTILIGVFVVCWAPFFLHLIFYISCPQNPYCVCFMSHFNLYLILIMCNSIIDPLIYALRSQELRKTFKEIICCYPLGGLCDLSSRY
MC4R antag cAMP = MC4R antagonists of cAMP signaling, primary screen, cell-based, TR-FRET, antagonist arm of biased-ligand search | actives 0.48% (n = 360,000) | Melanocortin receptor 4 (Homo sapiens), P32245 | MC4R-expressing cells, MTII-stimulated cAMP, LANCE TR-FRET | inhibition, % at 6.5 µM;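 active means inhibition above its plate's cutoff, the mean of tested wells on that plate plus 3 SD, cut at about 29% in these data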;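 further: 0% = Melanotan II alone and 100% = Melanotan II plus saturating MCL0020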
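Material: U2OS-MC4R stable cell line | Reagent: Melanotan II challenge after compound preincubation | Doses: One concentration, 6.5 µM nominal | Incubation: 30-min compound preincubation, 1-h Melanotan II challenge, 1-h detection, room temperature | Signal: TR-FRET cAMP assay | Replicates: One well per compound, no replicates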
ABHD5 PLIN5 PPI = ABHD5-PLIN5 interaction inhibitors, primary screen, cell lysate, split luciferase complementation, luminescence; Perilipin-5 (Homo sapiens) + 1-acylglycerol-3-phosphate O-acyltransferase ABHD5 (Homo …; Split G. princeps luciferase complementation, 4 h; inhibition, % at 4 µM; actives 0.78% (n = 360,000); AID 602281, 2012;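 active means inhibition above the mean inhibition across every tested compound plus 3 SD, cut at about 22% in these data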;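 further: 0% = DMSO only wells and the 100% control is not disclosed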
N-glyco inh = increase of ERlucT glycosylation luciferase signal, primary screen, N-linked glycosylation inhibitor project, D54 ERlucT cells, luminescence, set 2; D54 ERlucT glycosylation luciferase reporter, 24 h; percent of 100 nM tunicamycin response; reporter increase, % at 12.5 µM; actives 0.23% (n = 360,000); AID 588692, 2011;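 active means mean luciferase reporter signal, scaled so untreated is 0 and the glycosylation-blocking control 100, at or above a set limit in every replicate; inconclusive means mean reaches the limit but not every replicate does; inactive means mean below the limit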;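 further: luciferase carries N-glycosylation sites so blocking glycosylation raises the light; 0% = median of neutral control wells and 100% = median of 100 nM tunicamycin wells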
m5-HT2A agonist = mouse Htr2a agonists via beta-arrestin recruitment, primary screen, cell-based, luminescence | actives 0.66% (n = 360,000) | activation, % at 7.6 µM | 5-hydroxytryptamine receptor 2A (Mus musculus), P35363 | CHO-K1 mHTR2A beta-arrestin complementation; percent of 30 µM serotonin response;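 active means activation above a run cutoff, the mean activation of all tested compounds plus 3 SD, cut at about 14% in these data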;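 further: 0% = plate median of compound wells and 100% = 30 µM serotonin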
The depositor's hits bear a star; ? = inconclusive; · = not tested or not shown.

SMILES	Exocytosis inh	ABCB6 inh 2	PDI turbidity	Cardio protect	CaV13 FRET inh	MC4R ag barr	MC4R antag cAMP	ABHD5 PLIN5 PPI	N-glyco inh	m5-HT2A agonist
COc1ccccc1-c1nc(C#N)c(N2CCC(C(N)=O)CC2)o1	-6	100	-2	-2	-4	0.0	1	-1	2	0
O=S(=O)(Nc1ccccc1)c1ccc(NS(=O)(=O)c2cccs2)cc1	1	95	-5	12	-7	-1.7	0	6	-1	11
CCC(C(=O)NCCc1ccc(C)cc1)n1nc(C)c2c(C)n(-c3ccccc3)nc2c1=O (centres undefined)	86*	99	4	-1	-2	-0.2	9	-15	3	3
O=C(Nc1ccc(Br)cn1)c1ccc([N+](=O)[O-])cc1Cl	-2	99	2	-17	-5	-1.8	11	-2	-4	1
CCC1(C)Cc2nc3[nH]c(=S)n(-c4ccccc4)c(=O)c3cc2CO1 (centres undefined)	17	95	-1	-1	-5	-1.0	0	3	-3	-3
CN(CC(=O)Nc1c(Cl)cccc1Cl)C(=O)c1cccn1C	-18	102	2	2	-2	-4.3	4	-8	-2	8
CCN(C(=O)COC(=O)c1ccc(OC)c(S(=O)(=O)N(C)Cc2ccccc2)c1)C1CCS(=O)(=O)C1 (centres undefined)	-2	93	3	6	-6	1.6	-1	13	2	-3
COc1ccc(NC(=O)N(C)C[C@H]2Oc3cc(Br)ccc3S(=O)(=O)N([C@H](C)CO)C[C@@H]2C)cc1	9	103	12	22	-2	-0.9	18	2	0	1
FC(F)(F)c1cccc(N2CCN(C(=S)NCC3CCCO3)CC2)c1 (centres undefined)	1	96	-3	-3	-1	0.4	2	-1	-1	-2
Fc1cccc(C2NN=C(c3ccccc3)S2)c1 (centres undefined)	-2	86	-79	-7	-5	3.2	-1	0	-14	-4
COCCCNC(=O)C1CC(=O)N(CCc2ccc(OC)c(OC)c2)C1 (centres undefined)	0	95	4	4	·	-1.8	4	-5	1	3
[O-][n+]1c2ccccc2[n+]([O-])c2cc(O)ccc21	-1	94	2	-1	-19	-2.0	-34	7	0	-9

Three entries drawn at random from the list so far:
SMILES	Exocytosis inh	ABCB6 inh 2	PDI turbidity	Cardio protect	CaV13 FRET inh	MC4R ag barr	MC4R antag cAMP	ABHD5 PLIN5 PPI	N-glyco inh	m5-HT2A agonist
O=S(=O)(Nc1ccccc1)c1ccc(NS(=O)(=O)c2cccs2)cc1	1	95	-5	12	-7	-1.7	0	6	-1	11
COc1ccc(NC(=O)N(C)C[C@H]2Oc3cc(Br)ccc3S(=O)(=O)N([C@H](C)CO)C[C@@H]2C)cc1	9	103	12	22	-2	-0.9	18	2	0	1
FC(F)(F)c1cccc(N2CCN(C(=S)NCC3CCCO3)CC2)c1 (centres undefined)	1	96	-3	-3	-1	0.4	2	-1	-1	-2

(cont.)
SMILES	Exocytosis inh	ABCB6 inh 2	PDI turbidity	Cardio protect	CaV13 FRET inh	MC4R ag barr	MC4R antag cAMP	ABHD5 PLIN5 PPI	N-glyco inh	m5-HT2A agonist
Cc1ccc(SCc2[nH]nc3c2C2(C(=O)Nc4ccc(F)cc42)C(C#N)=C(N)O3)cc1 (centres undefined)	-4	94	11	13	-5	0.7	-2	11	10	1
O=C(CN1C(=O)S/C(=C\c2ccc(O)c([N+](=O)[O-])c2)C1=O)Nc1ccc(N2CCOCC2)cc1	9	98	-9	-4	-3	-1.9	3	-4	-4	1
CCC1CCCCN1CCNS(=O)(=O)c1ccc2c(c1)oc(=O)n2C (centres undefined)	-6	101	·	8	-3	0.5	9	-2	2	12
CCOC(=O)C1C2C=CC3(CN(c4ccccc4CC)C(=O)C13)O2 (centres undefined)	2	96	-1	2	·	-0.4	4	-1	3	1
CC1Cc2ccccc2N1S(=O)(=O)c1cccc(C(=O)NCCCO)c1 (centres undefined)	-1	100	-1	-7	·	0.1	16	7	-1	2
CCOc1nc(NCCc2ccc(OC)c(OC)c2)nc(N2CCN(c3ccc(OC)cc3)CC2)n1	0	100	-8	-2	-9	-0.3	13	3	0	3
O=C(CSc1nnnn1C1CCCCC1)Nc1ccc2c(c1)OCO2	0	96	7	-4	·	-0.9	2	2	-1	1
Cc1ccc(-c2cc(C(=O)N3CCCC3)no2)cc1	0	99	5	-18	-4	1.7	-4	-3	-19	5
Cc1cc(-c2nnc(CCC(=O)NCc3ccc(OC(F)(F)F)cc3)o2)no1	0	105	-6	0	-3	0.9	5	3	-2	-1
CCN1C(=O)/C(=C/C=C2/CCCN2C)OC1=S	0	97	0	-2	?	-0.2	-5	-3	1	-3
O=C(COc1ccccc1)NC1CCS(=O)(=O)C1 (centres undefined)	-1	97	2	1	-2	-0.2	7	1	1	6
Cc1ccc(NC(=O)COC(=O)c2cc(Cl)ccc2[N+](=O)[O-])c(C)c1	2	93	-8	2	-3	0.3	10	0	0	4
CCCCn1c(SCC(=O)NCc2ccc(OC)c(C(=O)O)c2)nc2cc(S(N)(=O)=O)ccc21	-16	93	2	-3	-3	-2.6	8	6	-1	3
O=C(CNC(=O)c1ccc2c(c1)OCCO2)N/N=C/c1cccc(Br)c1	-2	99	1	-7	-4	-1.8	13	-1	4	-4
CC(C(=O)NCc1ccccc1Cl)N1C(=O)c2ccccc2C1=O (centres undefined)	8	93	1	0	-2	0.3	3	-6	1	-5
CCCN1C(=O)/C(=C/c2ccncc2)SC1=S	2	94	2	-6	-6	-0.6	-3	1	-1	0
CC(C)C(=O)NC(c1ccc([N+](=O)[O-])cc1)c1c(O)ccc2ccccc12 (centres undefined)	1	106	-9	-15	-7	1.0	7	-4	-2	-3
CCOc1c([N+](=O)[O-])cc2c(C)c(C(=O)N3CCN(C)CC3)oc2c1OCC	3	98	-8	1	-1	-0.6	15	5	3	1
Cn1cnnc1SC1CCCCC1NS(=O)(=O)c1ccc(Cl)cc1 (centres undefined)	2	98	3	0	-6	-1.6	19	-1	1	-3
Cn1cc(Cl)c(C(=O)NC(=S)Nc2sc3c(c2C#N)CCCCC3)n1	14	100	-10	-7	-3	-2.6	2	-13	7	0
CSc1nccc(Oc2ccc(C#N)cc2)n1	10	100	-8	0	-1	-0.8	17	-5	1	-3
O=C1CCSc2ccc(Cl)cc2N1Cc1ccccc1	4	93	-2	-1	·	0.7	7	-2	-3	-11
CCc1ccc(C2NC(=S)NC3=C2C(=O)N(c2ccccc2OC)C(c2ccc(CC)cc2)N3)cc1 (centres undefined)	7	97	17	10	·	18*	5	15	-2	37*
COC(=O)CN1C(=O)c2cccc3cccc1c23	-3	91	-11	0	-11	-0.6	-3	2	1	2

Grouped by structure: those above containing a thiophene ring, fused or not (two)
SMILES	Exocytosis inh	ABCB6 inh 2	PDI turbidity	Cardio protect	CaV13 FRET inh	MC4R ag barr	MC4R antag cAMP	ABHD5 PLIN5 PPI	N-glyco inh	m5-HT2A agonist
O=S(=O)(Nc1ccccc1)c1ccc(NS(=O)(=O)c2cccs2)cc1	1	95	-5	12	-7	-1.7	0	6	-1	11
Cn1cc(Cl)c(C(=O)NC(=S)Nc2sc3c(c2C#N)CCCCC3)n1	14	100	-10	-7	-3	-2.6	2	-13	7	0

m5-HT2A agonist: what is marked active above
Molecule	Exocytosis inh	ABCB6 inh 2	PDI turbidity	CaV13 FRET inh	MC4R ag barr	MC4R antag cAMP	ABHD5 PLIN5 PPI	N-glyco inh	m5-HT2A agonist
CCc1ccc(C2NC(=S)NC3=C2C(=O)N(c2ccccc2OC)C(c2ccc(CC)cc2)N3)cc1 (centres undefined)	7	97	17	·	18*	5	15	-2	37*

Carrying on:
SMILES	Exocytosis inh	ABCB6 inh 2	PDI turbidity	Cardio protect	CaV13 FRET inh	MC4R ag barr	MC4R antag cAMP	ABHD5 PLIN5 PPI	N-glyco inh	m5-HT2A agonist
CCC(C)NC(=O)C1=CCN(S(=O)(=O)c2ccc(C)cc2)CC1 (centres undefined)	2	97	-2	1	-2	0.9	6	-2	0	4
COC(=O)c1cccn(CC(=O)c2ccc(Cl)cc2Cl)c1=O	0	99	0	-1	-6	-2.4	10	1	2	0
Cc1nc(N2CCOCC2)nc2c1CCC2	1	94	6	0	-3	-1.3	0	0	2	-1
CCOC(=O)N1CCN(c2c(NCCc3ccc(OCC)c(OCC)c3)c(=O)c2=O)CC1	0	90	-7	15	-8	-0.1	4	2	0	2
O=C(CN1C(=O)C2C3C=CC(C4CC34)C2C1=O)NCc1ccco1 (centres undefined)	7	98	0	-1	-1	2.1	4	-5	0	2
Cc1ccc(C2OC34CCCCCC3C(C#N)(C(=N)O4)C2(C#N)C#N)cc1 (centres undefined)	-1	96	6	-8	-4	1.3	-6	7	-1	4
Cc1ccc(C(=O)NCC(=O)OCc2nc3ccsc3c(=O)[nH]2)cc1C	11	94	-5	10	-13	-0.6	-6	0	2	6
N#CC1(NC(=O)CSc2nc3ccccc3o2)CCCCC1	0	95	-71	0	-6	-1.7	8	-3	-2	-2
COc1ccc(CC(=O)Nc2nc(OCCN3CCCC3=O)cnc2-c2cccc(C(F)(F)F)c2)cc1	-4	101	0	1	-6	-1.6	10	-4	-1	-1
O=C(Oc1ccc([N+](=O)[O-])cc1)C1CC(=O)N(c2ccc3c(c2)OCCO3)C1 (centres undefined)	7	97	11	-6	-10	-0.9	-5	6	1	2
O=S(=O)(Nc1ccccc1F)c1ccc(Cl)nc1	-5	100	-6	2	-3	-1.3	7	-7	-2	-3
CCOC(=O)C(C)Sc1ccc2nnc(-c3ccc(F)cc3)n2n1 (centres undefined)	-4	100	-4	1	-5	1.1	-4	3	4	2
COc1cc(CNCC(C)C)cc(Br)c1OCC(=O)Nc1ccccc1	0	101	2	7	-5	0.9	11	5	-8	-7
CCCCCCNc1nc(-c2ccc(OC)cc2)c(CCC(=O)O)s1	-1	102	1	0	-2	1.4	30*	-9	1	2
O=C1NC[C@@H](CCCCN2CCN(CCC3CCCCC3)C(=O)C2=O)N(CCC2CCCCC2)C1=O	-8	97	·	·	-7	·	·	3	·	-1

An excerpt from above, showing only MC4R antag cAMP and PDI turbidity:
SMILES,MC4R antag cAMP,PDI turbidity
O=S(=O)(Nc1ccccc1F)c1ccc(Cl)nc1,7,-6
O=C(CN1C(=O)C2C3C=CC(C4CC34)C2C1=O)NCc1ccco1 (centres undefined),4,0

Compounds as they come; overall some 4.2% were active at least once.
